iPSC survival up = enhancers of single-cell hiPSC survival, primary screen, ATPlite luminescence; 100% = ROCK inhibitor wells, 0% = DMSO; AID 602274, 2012; survival enhancement, % at 20 µM; hit rate 0.044% among 360,000; in the data active = survival enhancement above about 18%;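 note: cells exposed to compounds for 16 hours before the ATP read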
ABCB6 inh 2 = ABCB6 transporter inhibitors, primary screen, K562-ABCB6 cells, flow cytometry, MLPCN library. ATP-binding cassette sub-family B member 6 (Homo sapiens), Q9NP58. K562-ABCB6 porphyrin accumulation, 1 h; stronger effect = lower value. fluorescence ratio to DMSO, % at 10 µM. hit rate 0.19% among 360,000;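 active = fluorescence ratio to DMSO below 75%, the collection mean minus 3 SD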;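 note: signal is porphyrin accumulated inside mitochondria; 100% equals median channel fluorescence of DMSO control wells; lower ratio means ABCB6 inhibition with less porphyrin fluorescence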
Target sequence (Q9NP58 whole entry, looked up): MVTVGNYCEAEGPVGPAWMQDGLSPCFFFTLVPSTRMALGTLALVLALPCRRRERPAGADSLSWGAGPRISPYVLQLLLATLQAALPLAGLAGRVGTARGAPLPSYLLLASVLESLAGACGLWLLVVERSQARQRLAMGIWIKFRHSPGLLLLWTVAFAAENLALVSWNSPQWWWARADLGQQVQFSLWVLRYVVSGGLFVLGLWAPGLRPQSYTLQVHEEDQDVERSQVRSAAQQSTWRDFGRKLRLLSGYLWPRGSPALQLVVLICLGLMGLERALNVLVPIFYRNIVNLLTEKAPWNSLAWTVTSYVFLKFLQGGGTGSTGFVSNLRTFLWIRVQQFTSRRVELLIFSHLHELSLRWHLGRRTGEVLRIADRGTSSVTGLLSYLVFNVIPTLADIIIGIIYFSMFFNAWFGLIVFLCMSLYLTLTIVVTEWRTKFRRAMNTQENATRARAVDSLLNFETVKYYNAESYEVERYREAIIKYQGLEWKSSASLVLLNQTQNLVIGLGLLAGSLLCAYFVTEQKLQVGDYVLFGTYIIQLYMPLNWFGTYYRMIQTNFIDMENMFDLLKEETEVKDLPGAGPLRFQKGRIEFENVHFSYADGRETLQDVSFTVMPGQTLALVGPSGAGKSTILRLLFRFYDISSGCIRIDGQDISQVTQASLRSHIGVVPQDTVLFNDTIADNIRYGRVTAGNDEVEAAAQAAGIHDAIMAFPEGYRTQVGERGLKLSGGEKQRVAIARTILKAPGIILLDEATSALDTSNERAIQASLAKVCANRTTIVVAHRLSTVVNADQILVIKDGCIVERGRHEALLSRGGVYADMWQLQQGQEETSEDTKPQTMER
Cardio protect = cardioprotection against H2O2-induced cell death, primary screen, uHTS, H9c2 cells, ATPLite luminescence; hit rate 0.63% among 360,000; protection from H2O2 cell death, % at 20 µM; H9c2 cardiomyocytes, H2O2 injury protection, 2 h; AID 588492, 2011;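 active = compounds giving at least 50% protection of heart cells from peroxide-induced death in the single-dose screen, raw or plate-pattern-corrected value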;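 note: 0% = DMSO wells with peroxide and 100% = DMSO wells without peroxide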
CaV13 FRET inh = Disruptors of the CACNA1D IQ motif to Ca2+-dependent inactivation inhibitor domain association, primary screening, Förster resonance energy transfer in intact living … | HEK cells, CFP/YFP FRET ICDI-IQ, plate reader, 10 min; percent FRET-ratio fall versus neutral wells | inhibition, % at 12.3 µM | hit rate 0.098% among 340,000 | AID 743397;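 active = mean replicate inhibition of at least 30% and at least 1% of replicates passing that level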;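 note: 0% = median of the neutral control wells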
Vif inh = HIV Vif self-association inhibitors, primary screen, imaging, HEK293T, single point; HEK293T cells, Vif self-association by quenched fluorescence, 24 h; inhibition, % at 7.49 µM; hit rate 0.35% among 340,000; AID 602346, 2012; in the data active = inhibition above about 50%, passing the limit was not always enough; note: some results filed as inactive read as strong as hits
PDI turbidity = inhibitors of human PDI, primary screen, biochemical, turbidity, single point, plate reader; hit rate 0.052% among 350,000; PDI insulin aggregation turbidity, A650, 90 min; inhibition, % at 10 µM; AID 588391, 2011;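 active = mean inhibition across replicates of 30% or more, whatever share of single replicates reach that level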;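 note: absorbance from insulin aggregation driven by PDI reduction with DTT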
HTR2A ag = mouse Htr2a agonists via beta-arrestin recruitment, primary screen, cell-based, luminescence | activation, % at 7.6 µM | hit rate 0.66% among 360,000 | 5-hydroxytryptamine receptor 2A (Mus musculus), P35363 | CHO-K1 mHTR2A beta-arrestin complementation; percent of 30 µM serotonin response | AID 624169, 2012;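 active = activation above a run cutoff, the mean activation of all tested compounds plus 3 SD, cut at about 14% in these data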;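 note: 0% = plate median of compound wells and 100% = 30 µM serotonin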
aDG glyco act = activators of alpha-DG glycosylation, primary screen, uHTS, Pro5-aDG cells, AlphaScreen; alpha-DG glycosylation AlphaScreen (IIH6); 0% Pro5, 100% B10-LARGE cell signal; hit rate 0.22% among 360,000; activation, % at 10 µM; AID 624168, 2012;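 active = activation of at least 8% versus controls, or a plate z-score of at least 8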;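 note: Pro5 are CHO cells carrying HIG-tagged alpha-DG that lacks glycosylation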
Glyco luc inh = increase of ERlucT glycosylation luciferase signal, primary screen, N-linked glycosylation inhibitor project, D54 ERlucT cells, luminescence, set 2. D54 ERlucT glycosylation luciferase reporter, 24 h; percent of 100 nM tunicamycin response. reporter increase, % at 12.5 µM. hit rate 0.23% among 360,000. AID 588692, 2011;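 active = mean luciferase reporter signal, scaled so untreated is 0 and the glycosylation-blocking control 100, at or above a set limit in every replicate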;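 note: luciferase carries N-glycosylation sites so blocking glycosylation raises the light; 0% = median of neutral control wells and 100% = median of 100 nM tunicamycin wells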
Granule exo inh = LAMP-1 surface exposure blockers, TALL-104 cells – cell-based, flow cytometry, MLPCN library, primary screen | inhibition, % at 10 µM | hit rate 0.66% among 360,000 | TALL-104 LAMP-1 surface exposure; cells stimulated with thapsigargin and PMA | AID 651702, 2012;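 active = inhibition above about 55%, limit read from the data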
* hit, by the source's call; nt = not tested or not shown.

| mol | iPSC survival up | ABCB6 inh 2 | Cardio protect | CaV13 FRET inh | Vif inh | PDI turbidity | HTR2A ag | aDG glyco act | Glyco luc inh | Granule exo inh |
| --- | --- | --- | --- | --- | --- | --- | --- | --- | --- | --- |
| COc1ccc(OCc2n[nH]c(=S)n2N)cc1 | 1.6 | 99 | -3 | 2 | 11 | -3 | -1 | 0.1 | 2 | 0 |
| Cc1nc2ccc(S(=O)(=O)NC(C(=O)N3CCC(C)CC3)C(C)C)cc2s1 (stereo not given) | 0.5 | 98 | 5 | -7 | 10 | 4 | 4 | -0.1 | 1 | 17 |
| COC(=O)C1CCN(C(=O)N2CCOCC2)CC1 | -0.6 | 101 | 3 | -2 | 10 | -11 | 5 | -0.2 | 1 | 0 |
| O=C(COc1ccccc1)Nc1c(C(=O)N2CCC(N3CCCCC3)CC2)oc2ccccc12 | 0.1 | 98 | 14 | -5 | 8 | 2 | -13 | -0.3 | -7 | 0 |
| CC(=O)c1cccc(NC(=O)C(C)OC(=O)c2ccc(Br)o2)c1 (stereo not given) | -0.5 | 89 | 0 | -2 | 3 | -1 | -3 | -0.4 | 2 | -6 |
| Cc1ccc(CNC(C)(C)CO)cc1 | 0.2 | 101 | 6 | -4 | -5 | 14 | 2 | -0.1 | 1 | 0 |
| CNC(=O)c1sc(=S)n(-c2ccc(OC)cc2)c1N | 4.8 | 106 | 1 | -5 | -2 | -5 | 1 | 0.5 | 1 | -2 |
| O=C(Cn1ccc([N+](=O)[O-])n1)N1CCCCCC1 | -0.3 | 95 | -1 | 115* | 31 | 6 | -3 | 0.0 | 0 | 8 |
| O=C(CSc1nnnn1-c1cccnc1)NCc1cccs1 | -1.2 | 91 | -2 | -2 | 4 | 13 | 2 | 0.3 | 1 | -1 |
| CS(=O)(=O)c1ccc2nc(NC(=O)Nc3ccccc3F)sc2c1 | -0.5 | 99 | -4 | -1 | 13 | -1 | 3 | -0.1 | -9 | -17 |
| O=C1CCC2(C(=O)O)Sc3ccccc3N12 (stereo not given) | 21* | 93 | -2 | -4 | 9 | -1 | -1 | -0.1 | 0 | -1 |
| CCS(=O)(=O)C1=NSC2=NC(=O)/C(=C\c3ccc(OS(=O)(=O)c4ccccc4)cc3)C(=N)N21 | -0.4 | 100 | 3 | nt | -2 | -1 | 2 | 0.8 | -1 | 20 |
| Cc1ccc(C)c(COC(=O)c2cc([N+](=O)[O-])ccc2N2CCOCC2)c1 | 0.3 | 96 | -1 | -6 | 7 | -1 | -3 | -0.4 | 0 | 7 |
| Cc1nc(SCC(=O)NC(=O)NCCC(C)C)c2c(-c3cccs3)csc2n1 | 0.4 | 77 | -17 | -8 | 6 | -18 | 2 | 1.1 | -4 | -15 |
| C(=C\c1ccccc1)/CN1CCN(C(c2cccs2)c2nnnn2C2CCCC2)CC1 (stereo not given) | -0.6 | 101 | -3 | -6 | -3 | nt | -5 | 0.3 | -2 | 12 |
| C[N+](C)(CC#N)C/C=C\c1ccccc1 | -0.1 | 93 | 0 | -7 | -2 | -1 | -2 | -0.3 | 0 | -1 |
| CCc1nc(NCCN)c(C#N)c2c1CSC(C)(C)C2 | 2.6 | 85 | -1 | -1 | -4 | 17 | -7 | -0.1 | -1 | -1 |
| COCCOc1cc(NC(=O)CS(=O)CC(=O)N(C)C)c(Cl)cc1Cl (stereo not given) | 3.8 | 104 | 4 | 5 | -4 | -10 | 1 | 0.0 | 1 | 1 |
| O=C(c1ccccc1Br)N1CCC(c2nc3ccccc3s2)CC1 | -1.4 | 94 | -22 | -6 | -2 | 6 | -4 | 0.0 | -1 | 5 |
| CCCCn1nnnc1SCC(=O)Nc1ccc(F)cc1 | 4.6 | 92 | 6 | nt | 21 | 10 | 7 | 0.0 | 1 | 2 |
| CCCc1cc(=O)oc2cc(C)cc(OCC(=O)NCc3cccnc3)c12 | 0.1 | 106 | 4 | -7 | 6 | 4 | 0 | -0.1 | 1 | 4 |
| C[C@@H]1COC(=O)[C@@H](CC(=O)OC(C)(C)C)C/C=C\C[C@@H](CC(=O)N[C@@H](CO)Cc2ccccc2)C(=O)N1 | -0.3 | 93 | 7 | -13 | 9 | -4 | -2 | -0.1 | 4 | -3 |
| CC(C)=CCN1CCNC(=O)C1CC(=O)NCc1nc(C)c(C)s1 (stereo not given) | -0.9 | 97 | 6 | -8 | 2 | -7 | 2 | -0.2 | 2 | -4 |
| CCN(CC)S(=O)(=O)c1cccc(C(=O)OCC(=O)c2ccc3c(c2)NC(=O)CO3)c1 | 0.1 | 93 | 10 | -5 | 23 | 9 | -3 | 0.3 | 3 | 1 |
| COc1cccc(C2CC(c3cccs3)=NN2C(=O)CSc2nc3ccccc3s2)c1OC (stereo not given) | -2.1 | 100 | -8 | -3 | -11 | -3 | -6 | -0.6 | -3 | -8 |
| CCc1ccc(Nc2nnc(SCC(=O)c3c(N)n(C4CC4)c(=O)[nH]c3=O)s2)cc1 | -3.2 | 100 | -20 | -2 | -9 | -3 | 4 | -0.2 | -2 | -4 |
| Cc1nn(Cc2ccc(F)cc2)c(C)c1NC(=O)C1c2ccccc2Oc2ccccc21 | -2.0 | 101 | -8 | -6 | -15 | 0 | 0 | 0.3 | -4 | -5 |
| Cc1ccc(S(=O)(=O)N2CCCCC2)cc1NC(=O)CSc1nncn1-c1ccccc1 | -0.6 | 99 | 2 | -4 | 2 | -2 | -3 | 1.0 | 1 | -4 |
| COCCNCc1ccccc1[N+](=O)[O-] | -1.7 | 100 | -2 | -10 | -3 | -1 | 2 | 0.0 | 0 | -5 |
| O=C(Nc1nncs1)C(Sc1ccccc1)c1ccccc1 (stereo not given) | -0.4 | 104 | 12 | -9 | 6 | 16 | -2 | 0.1 | 0 | -4 |
| CCOC(=O)c1cnc2ccc(C(=O)OC)cc2c1Nc1ccc(C(=O)O)cc1 | 0.0 | 104 | -2 | -5 | 6 | -5 | 1 | -0.2 | 6 | 0 |
| CN1CCN(c2ccc(NC(=O)COc3ccc4ccccc4c3)cc2)CC1 | -0.6 | 94 | -22 | -2 | 1 | 12 | -3 | 0.2 | -6 | 41 |
| Cc1cc(C(F)F)n2nc(C(=O)Nc3ccccc3F)nc2n1 | 3.2 | 101 | 9 | -7 | 5 | 3 | 6 | 0.0 | 1 | 0 |
| COC(=O)C1=C(C)N(C)C(=O)/C1=C\c1ccco1 | -1.5 | 95 | 1 | -3 | nt | -5 | 2 | 0.0 | 2 | 2 |
| COc1ccccc1C(C)NCC(=O)NCC(=O)Nc1ccc(F)c(F)c1F (stereo not given) | 1.3 | 101 | -2 | -4 | -2 | 0 | -3 | -0.1 | 0 | 1 |
| CCOc1ccc(S(=O)(=O)N2CCC(C(=O)OCc3ccc(OC)cc3)CC2)cc1 | -0.4 | 96 | -10 | -5 | 1 | 0 | 5 | -0.1 | -1 | -3 |
| COc1ccc(N(CC(=O)NC2CCCCCC2)S(=O)(=O)c2ccccc2)cc1Cl | -0.4 | 100 | 2 | -6 | -9 | -9 | 3 | 0.1 | -4 | 1 |
| CCNC(=O)N(CC)C[C@H]1N[C@@](Cc2ccccc2)(C(=O)OC)[C@H]2C(=O)N(Cc3ccccc3)C(=O)[C@@H]12 | -1.7 | 96 | 14 | -7 | nt | 0 | -3 | 0.0 | 0 | -2 |
| Cc1[nH]nc(SCC(=O)NCc2ccccc2)c1[N+](=O)[O-] | -1.3 | 99 | 7 | -5 | -7 | -7 | 2 | -0.1 | 1 | -2 |
| Cc1ccccc1NC(=S)NC(C)C(c1cccs1)N1CCOCC1 (stereo not given) | -4.2 | 97 | -1 | -6 | 4 | nt | 8 | 0.1 | -1 | 3 |
| CC(C)(C)OC(=O)C[C@@H]1C/C=C\C[C@@H](CC(=O)N[C@H](CO)Cc2ccccc2)C(=O)N2CCC[C@H]2COC1=O | 2.2 | 97 | 37 | -7 | 3 | 11 | 6 | -0.3 | -2 | 5 |
| O=C1CN(S(=O)(=O)c2ccccc2)c2ccccc2N1 | -0.5 | 98 | -3 | -2 | -2 | 0 | 10 | 0.4 | 0 | -2 |
| OC(c1ccccc1)(c1nc(-c2cccc3cccnc23)cs1)C(F)(F)F (stereo not given) | -0.4 | 99 | -22 | -5 | 2 | 1 | -5 | -0.3 | 14 | 5 |
| CCCCCC(=O)Nc1cccc(S(=O)(=O)NC2=NCCCCC2)c1 | -0.5 | 100 | -9 | -6 | -4 | -16 | -2 | 0.0 | 1 | -7 |
| O=C(CN1C(=O)/C(=C/c2ccccc2)SC1=S)NC1C=CS(=O)(=O)C1 (stereo not given) | -0.3 | 99 | 3 | -6 | -5 | 0 | -5 | -0.1 | -5 | 1 |
| COc1cc(-c2noc(C)n2)cc(OC)c1OC | -0.2 | 96 | 4 | -19 | -4 | 4 | -3 | 0.1 | 2 | 0 |
| CCN1CCN(c2nc(N)c([N+](=O)[O-])c(Nc3ccc(C)cc3)n2)CC1 | -0.5 | 87 | 7 | -3 | -18 | 0 | -5 | -0.1 | 19 | 3 |
| CSc1nnc(-c2sccc2-n2cccc2)o1 | -2.1 | 100 | 5 | -4 | 1 | 4 | 5 | -0.2 | -1 | -2 |
| Cc1cccc(-c2nc(CNC(=O)c3ccco3)cs2)c1 | -0.4 | 96 | -1 | -5 | nt | 1 | 1 | 1.5 | nt | 20 |
| COc1ccc(CNC(=O)CSc2ncn[nH]2)cc1OC | 0.2 | 107 | 3 | -2 | -1 | -4 | 5 | -0.1 | 0 | -11 |
| CCOC(=O)[C@@H]1[C@H]2COc3ccc(Br)cc3[C@@H]2N2C(=O)N(c3cccc(Cl)c3)C(=O)[C@@]12C | -1.3 | 83 | -4 | -5 | -13 | 1 | -5 | 0.4 | -6 | 1 |
| CC(Sc1nc(N)cc(=O)[nH]1)C(=O)Nc1nc2c(s1)CCCC2 (stereo not given) | 3.2 | 100 | -4 | -5 | 5 | 8 | -1 | 0.0 | 3 | -2 |
| COCCN1C=C2C(=O)C(C)(OC(=O)C3CCCC3)C(=O)C=C2C=C1c1ccsc1 (stereo not given) | 0.5 | 98 | -5 | -6 | -8 | -3 | 9 | 0.3 | -2 | -2 |
| CCN1CCN(S(=O)(=O)c2ccc(Cl)c(C(=O)N(CCc3ccccc3)Cc3ccccc3)c2)CC1 | -0.3 | 94 | -3 | -4 | 5 | -12 | -14 | 0.9 | -7 | -1 |
| Cc1ccc(S(=O)(=O)N(C)C)cc1NC(=O)C1CCC1 | 0.8 | 100 | 10 | -5 | -2 | 9 | -1 | 0.0 | 4 | -6 |
| C=CCN(CC=C)C(=O)COn1nnc2ccc(S(=O)(=O)N3CCOCC3)cc21 | -0.6 | 95 | 5 | -2 | 0 | -3 | -2 | 0.1 | 2 | -6 |
